RGS12 GoLoco inh: inhibitors of human Gai1-RGS12 GoLoco interaction (red fluorophore). Potency, µM (titrated, usually from 61.6 µM), inactives show top-dose activity, negative = inhibition, most hits filed as inhibitors. Gai1:RGS12 GoLoco peptide FP, rhodamine, 10 min. 230,000 compounds, 0.44% hits. AID 880; active = well fitted inhibition curve with a large enough effect, not every such curve was filed as active; inactive = no such curve, though single readings can be large or run the other way; also: % is scaled to controls: 0 for no effect and ±100 for the full control effect; nearly all actives have a fitted effect of over 30% in size; many of its hits are not listed in these tables
KDM4E inh: inhibitors of human JMJD2E histone demethylase. B2RXH2. JMJD2E catalytic domain, FDH-coupled NADH fluorescence (FDH is formaldehyde dehydrogenase). Potency, µM (highest dose often 57.1 µM), without a hit: top-dose activity change, negative = inhibition, actives largely listed as inhibitors. 230,000 compounds, 1.6% hits. AID 2147; active = well fitted inhibition curve with a large enough effect, not every such curve was filed as active; inconclusive = small, poorly fitted or top-dose-only effect, or another doubt; inactive = no such curve, though single readings can be large or run the other way;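 also: 0% = wells with enzyme and -100% = buffer wells without enzyme; nearly all actives have a fitted effect of over 50% in size; many of its hits are not listed in these tables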
Target sequence (B2RXH2 1-337 limits assumed): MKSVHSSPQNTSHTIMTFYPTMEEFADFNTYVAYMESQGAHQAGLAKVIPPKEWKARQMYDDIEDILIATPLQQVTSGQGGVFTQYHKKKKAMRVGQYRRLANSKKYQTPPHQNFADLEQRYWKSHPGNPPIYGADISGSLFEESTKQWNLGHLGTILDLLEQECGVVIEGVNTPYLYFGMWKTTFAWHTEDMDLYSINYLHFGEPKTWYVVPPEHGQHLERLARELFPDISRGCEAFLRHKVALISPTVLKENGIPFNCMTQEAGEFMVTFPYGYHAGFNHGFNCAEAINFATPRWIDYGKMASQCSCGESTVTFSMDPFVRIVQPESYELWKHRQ
SMN2 splice up: enhancers of SMN2 splice variant expression. HEK293 SMN2-luciferase splicing reporter, luminescence, 30-36 h. Potency, µM (titrated, usually from 46.1 µM), for the others: at the highest dose activity change, positive = activation, most hits filed as activators. 210,000 compounds, 2.8% hits; also: % of control where 0% means no effect; nearly all actives have a fitted effect of over 55% in size
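qHTS luciferase splicing reporter: luminescence rises when SMN2 exon 7 is included in transfected HEK293 cells. Compound exposure lasted 30-36 h at 37C, with 4.5 mM final sodium butyrate as control, followed by a ONE-Glo read.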
LMNA splice mod: changes lamin A minigene splicing in HeLa cells | AID 1487 | Potency, µM (doses to about 46.1 µM), for the others: at the top dose ratio change, negative = inhibition, hits mostly inhibitors | 200,000 compounds, 0.01% hits | HeLa LMNA splicing GFP/RFP minigene ratio, 48 h; active = well fitted inhibition curve with a large enough effect in the signal ratio, with a control signal flat, not every such curve was filed as active; inconclusive = small, poorly fitted or top-dose-only effect, or effect the other way, or a change in a side signal; the % refers to the signal ratio; also: % is scaled to controls: 0 for no effect and ±100 for the full control effect
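S3 HeLa stable clones carrying a lamin A-EGFP splicing minigene plus DsRed2 were seeded at 600 cells/well in Opti-MEM with 2% FBS, pin-dosed and incubated 48 h at 37°C. Acumen cytometry (488 nm) gave the GFP/RFP total-intensity ratio.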
ALDH1A1 inh: ALDH1A1 (human) enzyme inhibition. P00352. Purified ALDH1A1, NADH fluorescence, propionaldehyde substrate. Potency, µM (titrated, usually from 75.3 µM), inactives show at the top dose activity, negative = inhibition, usual class: inhibitors. 220,000 compounds, 7.3% hits; active = well fitted inhibition curve with a large enough effect, not every such curve was filed as active; inconclusive = small, poorly fitted or top-dose-only effect, or another doubt; inactive = no such curve, though single readings can be large or run the other way;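 also: plate controls were no enzyme wells and a reference inhibitor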
Target sequence (P00352 whole entry, looked up): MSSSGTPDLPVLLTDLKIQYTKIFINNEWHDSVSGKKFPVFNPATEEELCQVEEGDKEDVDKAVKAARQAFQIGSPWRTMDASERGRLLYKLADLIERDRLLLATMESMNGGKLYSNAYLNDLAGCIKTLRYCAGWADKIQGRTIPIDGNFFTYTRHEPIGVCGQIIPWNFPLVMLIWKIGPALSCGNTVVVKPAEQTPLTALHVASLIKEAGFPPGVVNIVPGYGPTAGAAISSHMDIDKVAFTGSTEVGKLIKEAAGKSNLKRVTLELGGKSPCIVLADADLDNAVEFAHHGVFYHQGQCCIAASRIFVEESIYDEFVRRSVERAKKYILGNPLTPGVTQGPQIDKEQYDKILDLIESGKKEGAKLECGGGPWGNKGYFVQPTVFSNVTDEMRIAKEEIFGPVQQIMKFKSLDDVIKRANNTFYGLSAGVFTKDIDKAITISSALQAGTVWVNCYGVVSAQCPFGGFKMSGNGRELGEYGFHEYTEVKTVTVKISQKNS
TexasRed fluor: alters Texas Red total fluorescence, flagging assay interference. 280,000 compounds, 0.29% hits. TRb/SRC2 Texas Red total fluorescence interference. Potency, µM (series often up to 106 µM), inactives show at the highest dose fluorescence change, negative = quenching; active = well fitted curve in either direction with a large enough effect; inconclusive = small, poorly fitted or top-dose-only effect; also: % is scaled to controls: 0 for no effect and ±100 for the full control effect
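Human TRb ligand-binding domain at 0.6 uM with 20 nM Texas Red SRC2 peptide in Tris buffer containing 1 uM T3 and 5% DMSO, incubated with compound 5 h at ambient temperature. Total fluorescence (555/632 nm) calculated as parallel + 2 × perpendicular.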
RECQ1 inh: inhibitors of human RECQ1 DNA helicase; RECQ1 DNA unwinding, red fluorescence kinetic read; Potency, µM (top dose mostly 57.3 µM), for inactives: at the highest dose activity, negative = inhibition, most hits filed as inhibitors; 240,000 compounds, 0.54% hits; AID 2549;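 also: plate controls were vehicle for no effect and no enzyme for full effect; nearly all actives have a fitted effect of over 30% in size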
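50 nM RECQ1T1 preincubated 15 min with compound in Tris pH 8.0 buffer with MgCl2, DTT, Tween-20 and 2.5 ug/ml poly(dI-dC); started with 200 nM TAMRA/BHQ-2 forked duplex and 2 mM ATP. Unwinding read as fluorescence (525/598 nm), two reads 2 h apart.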
TRb SRC2 PPI: inhibitors of human thyroid hormone receptor beta-SRC2 interaction; TRbeta-SRC2 peptide binding, fluorescence polarization; receptor liganded with 1 µM T3; Potency, µM (doses to about 106 µM), without a hit: top-dose activity change, negative = inhibition, most hits filed as inhibitors; 280,000 compounds, 0.065% hits;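 also: plate controls were bound peptide for no effect and peptide without receptor for full effect; nearly all actives have a fitted effect of over 50% in size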
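Human TRb LBD (0.6 uM) plus Texas Red-labeled SRC2 peptide (20 nM), 1uM T3, 5% DMSO, 5 hr at ambient temperature. Decreased polarization (555/632 nm) flags inhibition; data normalized to free and bound peptide controls.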
Numbers without * were called inactive; i = inactive; ? = inconclusive; . = no result given; [ ] = another dose, or the depositor's remark. Unless noted, calls follow the shape of the dose curve; as a rule, active = well fitted curve in the direction sought with a large enough effect; inconclusive = small, poorly fitted or top-dose-only effect, or another doubt; inactive = no such curve, though single readings can be large; an effect the other way counts as inactive or inconclusive. Potency is read from the fitted curve at half-maximal effect. A portion of the library, so the mix of outcomes need not match the whole.

SMILES	RGS12 GoLoco inh	KDM4E inh	SMN2 splice up	LMNA splice mod	ALDH1A1 inh	TexasRed fluor	RECQ1 inh	TRb SRC2 PPI
Cc1ccc(N2C(=O)C3N=NN(CC(=O)N4N=C(c5ccccc5)CC4c4ccccc4)C3C2=O)cc1 (configuration not stated)	10%	?	-5%	.	?	-2%	-25%	-3%
Cc1ccc(C(=O)CSc2nnc(-c3ccc4[nH]c(C)c(C)c4c3)o2)cc1C	7%	0%	-15%	21%	1.4µM*	0%	i	-5%
CC(=O)c1cccc(NC(=O)N2CCCC2C(=O)Nc2cccc(C)c2C)c1 (configuration not stated)	.	-5%	.	2%	-5%	1%	-6%	-11%
O=S(Cc1ccc(Br)cc1)Cc1nnc(SCc2ccc(Br)cc2)n1-c1ccccc1 (configuration not stated)	4%	4%	-71%[inhibitor]	?	-4%	3%	-12%	-6%
CCc1nn(CC(=O)NCCCN2CCCC2=O)c(=O)c2cc3sccc3n12	2%	-12%	-4%	-1%	-2%	-2%	2%	-12%
CCOC(=O)Cc1ccc(NC(=O)c2ccc(C(C)(C)C)cc2)cc1	-3%	3%	-107%[inhibitor]	?	-6%	-4%	-20%	-3%
CC(=O)Nc1ccc(S(=O)(=O)N(C)CC(=O)OCC(=O)c2cc(C)n(-c3ccc4c(c3)OCO4)c2C)cc1	8%	-16%	-11%	?	?	-33%	-10%	1%
O=C(Cc1cccs1)N(Cc1cccs1)C1(C(=O)NC2CCCC2)CCCCC1	-14%	6%	-10%	1%	-21%	-5%	10%	-6%
CSc1nc(C)c(CCOCc2ccc(F)cc2)c(=O)[nH]1	10%	1%	-6%	12%[46 µM]	7%	-3%	-14%	-1%
NS(=O)(=O)c1ccc(N2C(=O)C(=O)/C(=C(/O)c3ccccc3)C2c2ccc(Cl)cc2)cc1 (configuration not stated)	0%	?	.	.	.	-1%	1%	-1%
COC(=O)Nc1ncc(CN2C(=O)c3ccccc3C2=O)s1	5%	3%	.	-4%	8%	2%	i	-16%
COc1ccc(N(C(=O)c2ccc(Cl)cc2)C2=CC3CCC(C2)N3C)cc1 (configuration not stated)	5%	-2%	-16%	-4%	?	-1%	i	0%
O=C(NCc1ccccn1)C1CC(c2ccc(Cl)c(Cl)c2)=NO1 (configuration not stated)	-4%	3%	8%	?	-2%	2%	i	-3%
O=C1NC(=Nc2ccc3ccccc3c2)S/C1=C/c1ccco1	44%[activator]	-2%	?	-19%[46 µM]	?	-14%	?	11%
Cn1c(N)c(C(=O)COC(=O)/C=C/c2ccc(OC(F)F)cc2)c(=O)n(C)c1=O	4%	-2%	-25%	?	1%	0%	-1%	4%

Reformatted bar-delimited: part of the list above
canonical_smiles | RGS12 GoLoco inh | KDM4E inh | SMN2 splice up | LMNA splice mod | ALDH1A1 inh | TexasRed fluor | RECQ1 inh | TRb SRC2 PPI
O=C(Cc1cccs1)N(Cc1cccs1)C1(C(=O)NC2CCCC2)CCCCC1 | -14% | 6% | -10% | 1% | -21% | -5% | 10% | -6%
CSc1nc(C)c(CCOCc2ccc(F)cc2)c(=O)[nH]1 | 10% | 1% | -6% | 12%[46 µM] | 7% | -3% | -14% | -1%
NS(=O)(=O)c1ccc(N2C(=O)C(=O)/C(=C(/O)c3ccccc3)C2c2ccc(Cl)cc2)cc1 (configuration not stated) | 0% | ? | . | . | . | -1% | 1% | -1%
COC(=O)Nc1ncc(CN2C(=O)c3ccccc3C2=O)s1 | 5% | 3% | . | -4% | 8% | 2% | i | -16%
COc1ccc(N(C(=O)c2ccc(Cl)cc2)C2=CC3CCC(C2)N3C)cc1 (configuration not stated) | 5% | -2% | -16% | -4% | ? | -1% | i | 0%
O=C(NCc1ccccn1)C1CC(c2ccc(Cl)c(Cl)c2)=NO1 (configuration not stated) | -4% | 3% | 8% | ? | -2% | 2% | i | -3%
O=C1NC(=Nc2ccc3ccccc3c2)S/C1=C/c1ccco1 | 44%[activator] | -2% | ? | -19%[46 µM] | ? | -14% | ? | 11%
Cn1c(N)c(C(=O)COC(=O)/C=C/c2ccc(OC(F)F)cc2)c(=O)n(C)c1=O | 4% | -2% | -25% | ? | 1% | 0% | -1% | 4%

Carrying on:
SMILES	RGS12 GoLoco inh	KDM4E inh	SMN2 splice up	LMNA splice mod	ALDH1A1 inh	TexasRed fluor	RECQ1 inh	TRb SRC2 PPI
COC1=C(OC)c2ccccc2C(C(=O)O)N/C1=C(/C)Nc1ccncc1 (configuration not stated)	0%	3%	-10%	1%	?	0%	i	-21%
CC(=O)c1c(C)[nH]c(C(=O)CSc2nnc(C3CCCCC3)n2N)c1C	12%	-19%	8%	-10%	?	-1%	6%	-3%
COCCn1c(=O)c(-c2cc(F)cc(F)c2)nc2cncnc21	3%	.	.	3%	-7%	.	-8%	.
O=[N+]([O-])c1cc(C(F)(F)F)cc([N+](=O)[O-])c1N1CCN(S(=O)(=O)c2ccccc2)CC1	-5%	-2%	-26%	?	4%	-1%	-5%	0%
CC(C)C(=O)NCCc1c[nH]c2ccccc12	11%	9%	1%	13%	0%	-3%	i	-8%
O=C1/C(=C\c2ccc([N+](=O)[O-])cc2)CCc2ccccc21	2%	4%	?	-4%	8%	-4%	i	-11%
O=C(NS(=O)(=O)c1ccc(NC(=O)C2CCCO2)cc1)c1ccccc1 (configuration not stated)	-8%	-1%	-2%	-5%	-3%	-2%	-9%	5%
CCOc1ccc(C(C)=O)cc1N1C(=O)C2C3C=CC(O3)C2C1=O (configuration not stated)	-19%	-6%	-19%	10%	22µM*	0%	-5%	7%
COc1cc2c3c(c1)-c1c(sn(-c4cc(OC)ccc4OC)c1=S)C(C)(C)N3C(=O)C2=O	-3%	0%	4%	?	-10%	-2%	-7%	-2%
COCCNC(=O)Cn1cc(C(=S)N2CCCCC2)c2ccccc21	2%	3%	0%	.	-12%	-2%	i	-3%
Cc1nc2ccc(NS(=O)(=O)c3ccc4c(c3)OCCO4)cc2s1	-7%	-1%	-106%[inhibitor]	?	1%	-1%	-2%	9%
CCOc1ccc(CC(=O)OCc2cc(=O)n3cc(Br)ccc3n2)cc1	2%	?	-31%[inhibitor]	10%[46 µM]	-6%	2%	-1%	3%
Cc1cccn2c(=O)c3cc(C#N)c(=NC(=O)c4ccncc4)n(CCCOC(C)C)c3nc12	-1%	?	-8%	7%	?	-2%	0%	-12%
N#C/C(=C\c1ccc(N2CCOCC2)c([N+](=O)[O-])c1)c1nc2ccccc2[nH]1	14%	-4%	-7%	8%	?	-5%	10%	-21%
COC(=O)c1ccccc1NC(=O)c1cccc(COc2ccccc2Cl)c1	2%	?	11µM*	-23%	-11%	1%	i	-8%
O=C(Nc1ccc(Cl)c(Cl)c1)OCCNC(=O)c1ccncc1	6%	5%	-45%[inhibitor]	?	10%	-1%	6%	-6%
C=C(C)C1CC=C(C)/C(=N/NC(=O)c2ccc(NC(=O)CCC)cc2)C1 (configuration not stated)	4%	-4%	-4%	7%	1%	-4%	i	-5%
CSc1nc(C)c(C(=O)C[n+]2ccccc2C)cc1C#N	32%[activator]	-4%	.	.	.	-4%	-9%	-5%
CCOC(=O)c1sc(NC(=S)NC(=O)C23CC4CC(CC(C4)C2)C3)cc1C	-8%	5%	-10%	-13%	-7%	1%	-3%	-9%
O=C(COC(=O)c1ccccc1O)NCCCc1ccccc1	6%	-9%	.	.	7%	-1%	-9%	3%
C=C(C)Cn1c(N2CCCC2)nc2c1c(=O)[nH]c(=O)n2C	6%	-5%	-8%	-2%	-8%	-5%	-10%	-1%
CC(=O)Nc1cc(C(=O)N2CCCC2)ccc1S(=O)(=O)c1ccc(C)cc1	4%	4%	-13%	14%[0.0737 µM]	-7%	0%	-6%	0%
O=C(O)c1ccc(NC(=O)C2CC=CCC2C(=O)O)cc1 (configuration not stated)	1%	2%	7%	-4%	9%	-2%	i	2%
COC(=O)c1scc(C)c1NS(=O)(=O)c1ccc(NC(C)=O)cc1	-8%	3%	.	.	.	-2%	-6%	-6%
COc1ccc(CCN2C(=O)NC(NS(=O)(=O)c3ccc(Cl)cc3)(C(F)(F)F)C2=O)cc1OC (configuration not stated)	8%	1%	-18%	29%[9.22 µM]	-2%	0%	-5%	-15%
CCC(C)NC(=O)CCSc1ccc(C)cc1 (configuration not stated)	2%	8%	.	-2%	-2%	-9%	4%	5%
O=C(c1ccccc1)N1CCN=C1SCc1ccc([N+](=O)[O-])cc1	4%	1%	-11%	-18%	?	2%	-8%	0%
COc1ccc(C(c2nnnn2C(C)(C)C)N2CCN(C)CC2)cc1OC (configuration not stated)	1%	4%	18%	7%	1%	-2%	-1%	4%
CCc1c(C)nc(SCCOc2ccc(OC(C)C)cc2)[nH]c1=O	5%	2%	-19%	-4%	-2%	-3%	-9%	-7%
COCCCNC(=O)c1cc(S(=O)(=O)N2CCOCC2)ccc1SCc1cccc(OC)c1OC	-3%	-46%	.	.	-4%	-2%	0%	-1%
O=C(NC1CCCCCC1)c1nnc(Cc2ccc(Cl)cc2)o1	7%	3%	-17%	?	?	0%	-13%	4%
C/C(=N\NC(=O)c1cccc(N/N=C(\C)c2ccccc2)c1)c1ccccc1	30%[activator]	1%	20µM*	-17%	12µM*	10%	-5%	3%
CC1(C)Cc2c(C#N)c(N3CCN(C(=O)c4ccco4)CC3)nc(Cc3ccccc3)c2CO1	.	?	.	-10%	?	1%	-11%	0%
CCCn1c(SCC(=O)N2CCCCC2)nnc1-c1ccccn1	8%	-2%	3%	10%[46 µM]	-3%	-1%	-2%	0%
COCCNc1c2c(nc3c(-c4ccccc4)c(C)nn13)CCC2	6%	-12%	.	.	.	-4%	i	-7%
COc1ccc(N2C(=O)CCC(C(=O)Nc3cccc(C)n3)C2c2ccc(OC)c(OC)c2)cc1 (configuration not stated)	0%	5%	-20%	-3%	22µM*	-5%	9%	-5%

Screening data as filed in PubChem BioAssay.
